# ELG1 genotox: inducers of genotoxicity in HEK293T ELG1-luciferase cells. HEK293T ELG1-luciferase reporter, luminescence, 16 h. Potency, µM (series often up to 46 µM), without a hit: at the highest dose activity change, positive = activation, most hits filed as activators. actives 1.3% (n = 330,000). AID 504466; also: potency is read from the fitted curve at half-maximal effect; % of control where 0% means no effect; nearly all actives have a fitted effect of over 60% in size
#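 Quantitative HTS format in 1536-well plates. HEK293T ELG1-luciferase reporter cells receive test compound and are incubated 16 hr at 37 °C, 5% CO2; ONE-Glo added, 30 min room temperature, then luminescence read.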
# Rab9 promoter act: activators of Rab9 promoter. Potency, µM (highest dose often 9.22 µM), without a hit: top-dose activation, negative = inhibition, actives largely listed as activators. Huh7 Rab9 promoter-luciferase reporter, luminescence, 24 h. AID 485297. actives 2.8% (n = 320,000); also: potency is read from the fitted curve at half-maximal effect; % of control where 0% means no effect; nearly all actives have a fitted effect of over 60% in size
#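 Steps: seed 1500 Huh7 Rab9-luc cells per well, rest 2 h at 37 °C; add compound in DMSO; incubate 24 h; add luciferase reagent, 10 min ambient; read luminescence.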
# ELG1 repair inh: blocks ELG1-dependent DNA repair in HEK293T cells | actives 2.3% (n = 330,000) | Potency, µM (top dose mostly 46.1 µM), for the others: at the top dose activity change, negative = inhibition, actives largely listed as inhibitors | HEK293T ELG1-luciferase reporter, luminescence, 16 h; DNA damage induced by 5-fluorouridine; also: potency is read from the fitted curve at half-maximal effect; % is scaled to controls: 0 for no effect and ±100 for the full control effect; nearly all actives have a fitted effect of over 55% in size
#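 DMSO vehicle served as the neutral condition. Each well held 2,000 cells given 5-fluorouridine plus compound; after 16 hr at 37 °C/5% CO2, ONE-Glo was added and luciferase measured 30 min later.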
# TRPV1 agonist: agonists of human vanilloid receptor 1 (TRPV1). TRPV1-expressing cells, Fluo-8 calcium influx, agonist mode. activation, % at 8.33 µM. AID 540275. Q8NER1. actives 0.19% (n = 320,000); in the data active = activation above about 80%; inconclusive = between about 30% and that limit; also: 0% is about no effect
#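 Fluo-8 calcium influx in TRPV1-expressing cells, kinetic read (ex 480/em 520 nm). Compound added and read 3 min for agonist activity, followed by capsaicin at EC20 final and 2 min further read for enhancement.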
# RORgamma inh: blocks mouse ROR gamma transcriptional activity; P51450; Drosophila S2 Gal4-RORgamma UAS-luciferase reporter, 20 h; Potency, µM (series often up to 53.6 µM), inactives show at the top dose activity change, negative = inhibition, usual class: inhibitors; actives 5.4% (n = 310,000); AID 2551; also: potency is read from the fitted curve at half-maximal effect; % is scaled to controls: 0 for no effect and ±100 for the full control effect; nearly all actives have a fitted effect of over 60% in size
# Target sequence (P51450 whole entry, looked up, the tested form may be a part): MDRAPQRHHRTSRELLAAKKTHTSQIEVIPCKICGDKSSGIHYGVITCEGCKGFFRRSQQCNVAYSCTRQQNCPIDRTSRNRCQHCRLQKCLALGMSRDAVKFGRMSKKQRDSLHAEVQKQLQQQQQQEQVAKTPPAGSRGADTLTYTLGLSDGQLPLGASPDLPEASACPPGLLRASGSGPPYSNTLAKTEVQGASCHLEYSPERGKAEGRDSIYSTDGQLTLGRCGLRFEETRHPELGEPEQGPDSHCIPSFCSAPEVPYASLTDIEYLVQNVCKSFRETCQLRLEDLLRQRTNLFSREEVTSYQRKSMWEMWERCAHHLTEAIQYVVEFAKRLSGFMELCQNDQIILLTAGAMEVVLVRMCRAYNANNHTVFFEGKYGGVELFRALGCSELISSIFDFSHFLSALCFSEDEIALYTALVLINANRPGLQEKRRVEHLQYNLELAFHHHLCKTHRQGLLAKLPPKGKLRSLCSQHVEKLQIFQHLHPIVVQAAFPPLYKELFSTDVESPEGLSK
#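 Stably transfected Drosophila Schneider cells are the test system, with ROR gamma fused to Gal4 and luciferase under UAS control; luminescence is read after 20 hr of 700 uM copper sulfate induction at ambient temperature.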
# BRCA1 expr up: increases BRCA1 expression | MCF7-BRCA1-FFLuc reporter, luminescence, 48 h; response scale: scaled: vehicle 0%, 10 µM genistein 100% | Potency, µM (series often up to 46.1 µM), inactives show at the top dose activation, hits mostly activators | actives 1.1% (n = 380,000) | AID 624202; also: potency is read from the fitted curve at half-maximal effect; nearly all actives have a fitted effect of over 80% in size; some results filed as inactive show a strong effect at the top dose
#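 Compounds are tested at multiple concentrations on MCF7 BRCA1-luciferase reporter cells seeded at 2000 per well; after 48 h, a single luminescence end-point is taken and curves fitted to the normalized data.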
# NPC1 prom act: NPC1 promoter activation | Huh7 NPC1 promoter luciferase reporter, 24 h | Potency, µM (titrated, usually from 9.22 µM), for inactives: top-dose activation, actives largely listed as activators | actives 2.4% (n = 320,000);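 also: potency is read from the fitted curve at half-maximal effect; % of control where 0% means no effect; nearly all actives have a fitted effect of over 60% in size; reporter is driven by a mutant NPC1 promoter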
#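 NPC1 promoter–luciferase Huh7 cells; 24 h compound; luminescence.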
# p53 reactivation: re-activators of mutant p53; H1299 p53-A138V BP100-luciferase reporter, luminescence, 24 h; AID 504706; actives 0.063% (n = 320,000); Potency, µM (doses to about 92.2 µM), inactives show at the top dose activity change, positive = activation, most hits filed as activators; also: potency is read from the fitted curve at half-maximal effect; % of control where 0% means no effect; nearly all actives have a fitted effect of over 45% in size
#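 H1299 (p53-null), stable ts p53-A138V + BP100-Luc; 1000 cells/well, Opti-MEM/10% FBS; cpd 4 pt, 1:5; 24 h, 37 deg C, 5% CO2; detection reagent 10 min RT; luminescence.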
# Tb PFK block: T. brucei PFK enzyme inhibition; O15648; T. brucei PFK, ADP-Glo luminescence; Potency, µM (highest dose often 57.5 µM), for the others: at the highest dose activity, negative = inhibition, actives largely listed as inhibitors; actives 0.17% (n = 330,000);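 also: potency is read from the fitted curve at half-maximal effect; 0% = uninhibited 1x PFK enzyme wells and -100% = no-enzyme wells; nearly all actives have a fitted effect of over 60% in size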
# Target sequence (O15648 whole entry, looked up): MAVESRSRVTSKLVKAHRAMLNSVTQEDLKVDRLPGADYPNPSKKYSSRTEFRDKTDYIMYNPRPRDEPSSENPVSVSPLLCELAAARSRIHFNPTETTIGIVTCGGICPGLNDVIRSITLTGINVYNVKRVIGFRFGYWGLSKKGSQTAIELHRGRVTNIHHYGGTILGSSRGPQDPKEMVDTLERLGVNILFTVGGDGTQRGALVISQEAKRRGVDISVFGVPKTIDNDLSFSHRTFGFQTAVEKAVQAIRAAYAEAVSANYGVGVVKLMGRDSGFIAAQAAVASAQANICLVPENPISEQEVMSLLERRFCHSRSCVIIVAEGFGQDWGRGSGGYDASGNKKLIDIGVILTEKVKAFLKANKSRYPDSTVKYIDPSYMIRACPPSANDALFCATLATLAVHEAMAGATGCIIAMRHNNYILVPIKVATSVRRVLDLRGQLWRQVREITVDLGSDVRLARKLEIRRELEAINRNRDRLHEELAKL
#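 Luminescent ADP detection (ADP-Glo, two-step: ATP depletion then ADP-to-ATP conversion for luciferase) reported PFK activity after 45 min room-temperature reaction of 1.25 nM enzyme with 0.5 mM F6P and 0.1 mM ATP at pH 8.0.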
# FLuc counter: firefly luciferase modulation, counter-screen for miR-21 project | P08659 | Potency, µM (highest dose often 57.5 µM), for the others: top-dose activity change, negative = inhibition, actives largely listed as inhibitors | AID 588342 | purified FLuc, Km substrates, luminescence inhibition | actives 6.9% (n = 360,000);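 also: potency is read from the fitted curve at half-maximal effect; plate controls were vehicle for no effect and reference inhibitor for full effect; nearly all actives have a fitted effect of over 55% in size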
#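 Purified P. pyralis luciferase, 10 nM final, with Km-level 10 uM D-luciferin and 10 uM ATP in 50 mM Tris acetate pH 7.5, 10 mM Mg acetate, 0.01% Tween-20, 0.05% BSA; 6-point qHTS titration about 60 µM downward; luminescence read.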
# VP16 counter: counter-screen for ROR gamma inhibitors: Gal4-VP16 reporter. Drosophila S2 Gal4-VP16 UAS-luciferase, luminescence, 20 h. Potency, µM (doses to about 53.6 µM), for inactives: top-dose activity, negative = inhibition, hits mostly inhibitors. actives 3.5% (n = 310,000). AID 2546;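 also: Gal4-VP16 expression switched on by copper sulfate through the metallothionein promoter; potency is read from the fitted curve at half-maximal effect; % is scaled to controls: 0 for no effect and ±100 for the full control effect; nearly all actives have a fitted effect of over 50% in size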
# * marks the source's active call; other numbers are inactive results; ? = inconclusive; · = no result given. Unless noted, calls follow the shape of the dose curve; as a rule, active = well fitted curve in the direction sought with a large enough effect; inconclusive = small, poorly fitted or top-dose-only effect, or another doubt; inactive = no such curve, though single readings can be large; an effect the other way counts as inactive or inconclusive. The order is random. About 15% of those tested had a hit in this group.
SMILES,ELG1 genotox,Rab9 promoter act,ELG1 repair inh,TRPV1 agonist,RORgamma inh,BRCA1 expr up,NPC1 prom act,p53 reactivation,Tb PFK block,FLuc counter,VP16 counter
COc1cccc(-c2nnc(SCc3nc4ccccc4s3)n2C)c1,15%,0%,0%,4,0%,29%,9%,5%,5%,?,18%
Cc1ccc(NC(=O)C(=O)NCc2ccco2)c(C)c1,?,?,?,2,18%,?,18%,11%,0%,?,21%
O=C(CNCc1ccccc1Cl)Nc1ccc2c(c1)OCCO2,?,2.8µM*,?,·,19%,10µM*,3.2µM*,8%,-5%,21µM*,1%
Cn1nc(C(=O)Nc2ccc(S(=O)(=O)N3CCCCC3)cc2)ccc1=O,-1%,3%,16µM*,15,-7%,-40%,-1%,4%,16%,-1%,-3%
CNS(=O)(=O)c1ccc2c3c(cccc13)C(=O)N2C,18%,3%,?,-3,-6%,-26%,-4%,0%,-1%,0%,26%
COc1cccc(C2C=C(Nc3ccccc3)C(=O)N2c2ccccc2)c1 (centres undefined),4%,-4%,?,-5,?,10%,0%,25%,-2%,-4%,-10%
O=C(COC(=O)c1cc(S(=O)(=O)N2CCOCC2)ccc1F)c1ccccc1,0%,·,27%,·,·,3%,·,4%,-1%,·,·
CCOc1cc(C2Nc3ccccc3NC3=C2C(=O)CC(C)(C)C3)ccc1OC(C)=O (centres undefined),-2%,1%,4%,-1,-14%,-16%,-2%,·,1%,7%,0%
COc1ccc(-c2[nH]nc3c2C2(C(=O)N(CC(=O)O)c4ccccc42)C(C#N)=C(N)O3)cc1OC (centres undefined),-6%,-5%,-8%,-3,15%,-11%,-5%,6%,-7%,1%,-17%
S=C(Nc1ccc(Cl)cc1)N1CCCCC1,1%,1%,30%,9,10µM*,42%,7%,29%,-8%,12µM*,?
CC(C)C(=O)NCCc1nc2ccccc2n1CCc1ccccc1,-7%,1%,-6%,4,-22%,-32%,3%,-2%,5%,1%,-2%
CC(=O)NC1=NN(C(C)=O)C(c2ccc(C)cc2)S1 (centres undefined),5%,-3%,?,0,12%,2%,-1%,-2%,2%,5%,-8%
Cc1ccc(SC[C@H](C)CN2CC[C@H](C)CCC2=O)cc1,-3%,-1%,0%,?,2%,17%,2%,10%,2%,-3%,4%
Cc1cccc(N(C(=O)c2csnn2)C(C(=O)NC(C)(C)C)c2cccs2)c1 (centres undefined),-3%,5%,-11%,29,4%,-2%,1%,-4%,6%,2%,2%
O=C(CC1CCCCC1)NCc1ccccn1,4%,8%,15%,2,24%,1%,0%,5%,-8%,-2%,3%
CC(C)Cn1cc(C(=O)N2CCOCC2)c2c3ccccc3n(C)c2c1=O,-2%,0%,?,0,0%,8%,-1%,-9%,-4%,0%,5%
Cc1nc2cc(NC(=O)COc3ccccc3C#N)ccc2n1-c1ccccc1,1%,3%,?,5,9%,-7%,-4%,-1%,-2%,?,-5%
CCN(C(=O)Cn1nnc(-c2ccccc2)n1)C1CCS(=O)(=O)C1 (centres undefined),2%,-2%,28%,2,·,-19%,-4%,0%,0%,6%,·
Cc1cccc(N2C(=O)CCC2=O)c1,2%,-4%,?,1,-9%,1%,1%,3%,1%,0%,-4%
CC1CC(C)CN(S(=O)(=O)c2ccc(C(=O)N(c3ccccn3)C3CCCCC3)cc2)C1 (centres undefined),-9%,-6%,?,22,-9%,-23%,-2%,-1%,0%,-3%,-3%

# An excerpt from above in order of their number in RORgamma inh, largest number first:
Molecule	TRPV1 agonist	RORgamma inh	NPC1 prom act	p53 reactivation	Tb PFK block
COc1ccc(-c2[nH]nc3c2C2(C(=O)N(CC(=O)O)c4ccccc42)C(C#N)=C(N)O3)cc1OC (centres undefined)	-3	15%	-5%	6%	-7%
CC(=O)NC1=NN(C(C)=O)C(c2ccc(C)cc2)S1 (centres undefined)	0	12%	-1%	-2%	2%
Cc1ccc(SC[C@H](C)CN2CC[C@H](C)CCC2=O)cc1	?	2%	2%	10%	2%
COc1cccc(-c2nnc(SCc3nc4ccccc4s3)n2C)c1	4	0%	9%	5%	5%
CNS(=O)(=O)c1ccc2c3c(cccc13)C(=O)N2C	-3	-6%	-4%	0%	-1%

# Record cards, as listed above. Order of screens: ELG1 genotox, Rab9 promoter act, ELG1 repair inh, TRPV1 agonist, RORgamma inh, BRCA1 expr up, NPC1 prom act, p53 reactivation, Tb PFK block, FLuc counter, VP16 counter
# Entry for Cc1cccc(N2C(=O)CCC2=O)c1 : 2%, -4%, ?, 1, -9%, 1%, 1%, 3%, 1%, 0%, -4%
# Entry for Cc1nc2cc(NC(=O)COc3ccccc3C#N)ccc2n1-c1ccccc1 : 1%, 3%, ?, 5, 9%, -7%, -4%, -1%, -2%, ?, -5%

# Next entries
SMILES,ELG1 genotox,Rab9 promoter act,ELG1 repair inh,TRPV1 agonist,RORgamma inh,BRCA1 expr up,NPC1 prom act,p53 reactivation,Tb PFK block,FLuc counter,VP16 counter
O=C(O)/C=C/C(=O)Nc1ccc2nccnc2c1,?,4%,?,1,14%,-14%,-1%,12%,20%,?,4%
CC(C)CC(C(=O)OCC(=O)c1c(N)n(C)c(=O)n(C)c1=O)N1C(=O)C2CC=CCC2C1=O (centres undefined),3%,4%,3%,2,26%,-12%,-4%,-2%,2%,-1%,-6%
COc1ccc(-n2nc(C(=O)NCC(=O)N(C)Cc3ccccc3)c3ccccc3c2=O)cc1OC,-13%,-4%,?,1,43%,-16%,-4%,-7%,-1%,?,-10%
COc1ccc(CCN2CC(C(=O)NCc3cc(C)on3)CCC2=O)cc1 (centres undefined),4%,-7%,?,1,-21%,-8%,-5%,·,2%,3%,-7%
COc1ccc(CN(C)C(=O)CCc2ccc(S(=O)(=O)N3CCCCCC3)cc2)c(OC)c1,-8%,-7%,?,-2,·,-13%,1%,1%,-1%,·,·
CCNC(=S)Nn1cnc2ccccc21,0%,-2%,4%,-4,2%,1%,-4%,0%,6%,2%,-2%
O=C(NCCn1c(C(F)(F)F)nc2cc(C(F)(F)F)ccc21)[C@H]1CCCN1c1nc(CN2CCCCC2)cs1,-1%,3%,2%,0,-17%,-8%,-7%,·,0%,0%,1%
Cc1ccc(C)c(-c2nnc(NC(=O)CCS(=O)(=O)c3ccc(F)cc3)o2)c1,-2%,0%,14%,-2,·,-3%,0%,4%,-1%,0%,·
COc1cc(NC(=O)CSCC(=O)Nc2cc(OC)cc(OC)c2)cc(OC)c1,-4%,-6%,?,2,10%,-11%,0%,-6%,1%,0%,2%
Cc1c(N2C(=O)C(C)SC23C(=O)Nc2ccccc23)c(=O)n(-c2ccccc2)n1C (centres undefined),12%,1%,6%,0,12%,-13%,-4%,-2%,8%,1%,-5%
CCN(C1CCCCC1)S(=O)(=O)c1cn(C)c(=O)n(C)c1=O,-1%,-3%,17%,-4,9%,2%,1%,18%,1%,4%,5%
Cc1ccc(S(=O)(=O)CCC(=O)OC(C)c2nnc(-c3cccs3)o2)cc1 (centres undefined),1%,·,0%,·,·,-1%,·,1%,0%,·,·
CCCC(=O)OCC(=O)Nc1ccc(OC(F)F)cc1,8%,-5%,10%,4,16%,5%,-1%,-3%,4%,?,2%
COC(=O)c1ccc(Oc2cc(C)nc(Cl)n2)cc1,4%,-1%,14%,-2,37%,14%,0%,2%,13%,6%,4%
CC(=O)Oc1c(C)c(=O)n(C)c2ccccc12,-4%,-1%,-28%,2,?,-16%,-8%,29%,2%,-1%,5%
O=C(CNC(=O)c1ccccc1)OCc1nnc(-c2ccccc2)o1,0%,4%,12%,0,·,1%,-3%,-2%,0%,?,·
CC(=O)c1c(C)[nH]c(C(=O)OCC(=O)N(Cc2ccccc2)C(C)(C)C)c1C,-1%,-2%,12%,12,·,-48%,0%,-12%,26%,2%,·
